Assay outcomes: PubChem BioAssay, several laboratories
EBNA-1 inh = EBNA-1 DNA-binding inhibitors, primary screen, biochemical, fluorescence polarization | inhibition, % at 14.8 µM | 0.34% of 300,000 active | AID 1950, 2009; in the data active means inhibition above about 28%
CR mimetic SO = reduction of superoxide in aged yeast, primary screen, HTS | S. cerevisiae aged cells, superoxide DHE fluorescence; stronger effect = lower value | superoxide response (% of plate mean), % at 10 µM | 0.18% of 330,000 active;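 active means superoxide response under a set limit, about three screen SD below normal, cut at about 65% in these data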;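 further: yeast aged for seven days with compound at 30 °C before DHE staining; 100% = average MFI of all compound-treated wells on the plate with controls excluded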
PP5 inh = PP5 phosphatase inhibitors, primary screen, biochemical, fluorescence; Serine/threonine-protein phosphatase 5 (Homo sapiens), P53041; purified PP5c, OMFP substrate fluorescence; inhibition, % at 6.7 µM; 0.18% of 320,000 active; AID 1987, 2009;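 active means inhibition above the campaign's mean inhibition across all tested compounds plus 3 SD, cut at about 9.5% in these data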;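 further: 0% = DMSO only and 100% = 100 µM cantharidin control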
ZTA counter = counter-screen for EBNA-1 inhibitors: inhibitors of Epstein-Barr virus ZTA; AID 2234; 0.15% of 320,000 active; ZTA-DNA binding, fluorescence polarization; P03206; inhibition, % at 11 µM; in the data active means inhibition above about 33%
Target sequence (P03206 whole entry, looked up): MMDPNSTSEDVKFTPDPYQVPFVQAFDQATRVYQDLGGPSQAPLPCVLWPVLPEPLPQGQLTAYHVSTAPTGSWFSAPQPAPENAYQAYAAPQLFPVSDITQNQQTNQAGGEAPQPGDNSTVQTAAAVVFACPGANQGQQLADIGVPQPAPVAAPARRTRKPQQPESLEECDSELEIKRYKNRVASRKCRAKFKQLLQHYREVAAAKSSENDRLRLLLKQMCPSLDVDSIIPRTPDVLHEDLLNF
TPT1 inh = Candida albicans TPT1 enzyme inhibitors, primary screen, biochemical, fluorescence polarization; tRNA 2'-phosphotransferase TPT1 (Candida albicans SC5314); recombinant caTPT1, FP RNA substrate dephosphorylation; inhibition, % at 5 µM; 0.81% of 300,000 active;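 active means inhibition above the mean of all tested compounds plus 3 SD, set per screening campaign, cut at about 24% in these data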;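 further: plate controls were DMSO alone for no effect and ferristatin control at 100 nM for full effect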
GASC-1 inh = inhibitors of GASC-1 histone demethylase, primary screen, biochemical, fluorescence, DELFIA europium; GST-JMJD2C(1-420) H3K9me3 demethylation; inhibition, % at 2.35 µM; 0.069% of 330,000 active;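 active means more than half of a compound's replicate wells show inhibition beyond 50%, single wells judged on their own value; inconclusive means some, but no more than half, of replicates pass 50% inhibition; inactive means no replicate passes 50% inhibition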;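 further: signal counts dimethyl H3K9 product captured on neutravidin plate; 0% = median of DMSO wells and 100% = 0.3 times that DMSO median; strong numbers were not always called active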
Target sequence (Q9H3R0 1-420 limits assumed): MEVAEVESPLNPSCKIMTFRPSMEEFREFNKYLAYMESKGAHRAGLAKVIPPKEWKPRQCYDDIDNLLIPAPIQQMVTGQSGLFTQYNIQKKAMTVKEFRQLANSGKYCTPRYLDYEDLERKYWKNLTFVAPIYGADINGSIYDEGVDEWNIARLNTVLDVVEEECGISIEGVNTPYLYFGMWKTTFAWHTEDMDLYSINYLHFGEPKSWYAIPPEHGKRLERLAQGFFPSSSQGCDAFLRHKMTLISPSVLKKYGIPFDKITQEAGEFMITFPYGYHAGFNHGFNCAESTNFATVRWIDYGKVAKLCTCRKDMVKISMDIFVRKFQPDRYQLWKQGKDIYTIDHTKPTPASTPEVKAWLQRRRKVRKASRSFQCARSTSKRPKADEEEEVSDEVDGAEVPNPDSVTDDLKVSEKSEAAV
PP1 counter = PP1-alpha phosphatase inhibitors, primary screen, counter-screen for PP5 inhibitor project, biochemical, fluorescence, OMFP substrate, single point | purified PP1alpha | inhibition, % at 6.7 µM | 0.9% of 320,000 active | Serine/threonine-protein phosphatase PP1-alpha catalytic subunit (Homo sapiens), P62136;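 active means inhibition above the mean inhibition of all tested compounds plus 3 SD, computed separately for each screening campaign, cut at about 15% in these data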
Target sequence (P62136 whole entry, looked up): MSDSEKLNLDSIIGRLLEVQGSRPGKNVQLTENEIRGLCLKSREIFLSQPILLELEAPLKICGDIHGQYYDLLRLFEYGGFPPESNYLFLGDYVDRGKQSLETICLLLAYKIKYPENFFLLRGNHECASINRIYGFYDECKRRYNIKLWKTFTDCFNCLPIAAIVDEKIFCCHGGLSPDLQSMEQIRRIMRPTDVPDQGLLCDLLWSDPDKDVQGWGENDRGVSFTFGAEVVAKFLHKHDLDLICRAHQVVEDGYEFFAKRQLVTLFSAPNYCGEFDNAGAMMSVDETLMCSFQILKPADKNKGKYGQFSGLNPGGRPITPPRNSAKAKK
Fh CTSL1 inh = Fasciola hepatica cathepsin L1 inhibitors, primary screen, counter-screen for PFM18AAP inhibitor project, biochemical, QFRET, fluorogenic peptide substrate; recombinant F. hepatica cathepsin L1, Z-Leu-Arg-MCA fluorescence; inhibition, % at 5.96 µM; 0.49% of 300,000 active; AID 1906, 2009;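 active means inhibition above the mean of all tested compounds plus 3 SD, set per screening campaign, cut at about 17% in these data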;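 further: 0% = plate median of test compound wells and 100% = 1 µM Z-Phe-Ala-diazomethylketone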
core dimer inh = inhibitors of HCV core protein dimerization, primary screen, biochemical, TR-FRET, high-throughput. TR-FRET GST/Flag-core106 dimerization, 1536-well. inhibition, % at 5 µM. 0.33% of 300,000 active. AID 1899, 2009;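 active means inhibition above the mean of all tested compounds plus 3 SD, set per screening campaign, cut at about 45% in these data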
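System – GST-tagged and Flag-tagged HCV core protein residues 1-106 · Repeats – one well for each compound · Technique – TR-FRET 671 and 617 nm emission · Doses – one concentration, 5 µM, in 0.5% DMSO · Times – 4 h, 22.5 °C incubation · Also added – Eu donor and XL665 acceptor anti-tag antibodies · Measure – percent inhibition of core106 dimerization signal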
Starred values were filed as active, the others as inactive; ? = inconclusive; . = not tested or not shown. Rows are unselected (roughly 3.1% active in at least one column).

SMILES | EBNA-1 inh | CR mimetic SO | PP5 inh | ZTA counter | TPT1 inh | GASC-1 inh | PP1 counter | Fh CTSL1 inh | core dimer inh
COc1ccc(NC(=O)[C@H](COCc2ccccc2)NC(=O)OC(C)(C)C)cc1 | 0 | 105 | 0.0 | 6 | -1 | 11 | -2 | 1 | 0
Cc1ccc(-c2c(C#N)c(N)n3c(nc4ccccc43)c2C#N)cc1 | -5 | 92 | 0.8 | 12 | 22 | ? | 1 | 3 | 22
Cc1ccccc1CCNC(=O)C1CCC(=O)N(Cc2ccc(Cl)cc2)C1 (configuration not stated) | 3 | 96 | 1.3 | 7 | 0 | -2 | -5 | 2 | -2
CCC1CCCCN1C(=O)CSc1nc2c(cnn2-c2ccc(C)cc2)c(=O)[nH]1 (configuration not stated) | -2 | 94 | 0.7 | 1 | -2 | 19 | 0 | 0 | 0
CN(C)CCN(C(=O)CN1C(=O)c2ccccc2C1=O)c1nc2cc3c(cc2s1)OCO3 | 4 | 102 | 3.3 | -16 | -1 | 1 | -4 | -3 | -3
COc1ccccc1NS(=O)(=O)c1cccc(C(=O)N2CCN(C/C=C/c3ccccc3)CC2)c1 | 2 | 112 | 2.7 | -2 | -2 | 5 | -7 | 0 | 4
CCOC(=O)c1c(NC(=O)CCNCc2ccco2)sc2c1CCC2 | -3 | 85 | 2.1 | -5 | 0 | 0 | 6 | 2 | 0
COc1ccc(OC)c(NC(=O)CSc2ncccn2)c1 | 3 | 110 | 0.7 | -18 | -3 | -2 | -1 | -4 | -3
c1ccc(Oc2cccc3cccnc23)nc1 | -4 | 98 | -0.7 | -1 | -1 | -1 | 3 | 4 | 1
Cc1cccc(C2c3[nH]c4ccccc4c3CCN2C(=O)c2cc(C(C)C)nc(N)n2)n1 (configuration not stated) | 14 | 97 | 3.3 | -31 | -3 | -2 | 2 | 1 | 4
CC1CCc2c(sc(NC(=O)COC(=O)c3ccc(O)cc3)c2C#N)C1 (configuration not stated) | -7 | 112 | 0.5 | -3 | 11 | 30 | -1 | -1 | 21
COc1ccc(/C=N/NC(=O)c2c(C)nnn2-c2nonc2N)cc1OC | 6 | 99 | 1.0 | 6 | 1 | 6 | -4 | 1 | 2
COC(=O)C1C(c2ccc(N(C)C)cc2)C(C(=O)OC)S(=O)(=O)CS1(=O)=O (configuration not stated) | 1 | 88 | 1.1 | -9 | -3 | 4 | 1 | -2 | -2
COc1ccc(/C=N/n2cnc3c([nH]c4ccc(Br)cc43)c2=O)cc1CN1CCOCC1 | -1 | 94 | 4.3 | -11 | -1 | 0 | 0 | 1 | 4
O=C(O)CN1C(=O)/C(=C/c2ccccc2Br)Oc2ccccc21 | 17 | 105 | 0.1 | 12 | -3 | 2 | 0 | 3 | -1
Cn1c(=O)c2c(SCC(=O)Nc3nccs3)nc(C3CC3)nc2n(C)c1=O | 2 | 115 | -1.9 | 1 | -8 | 3 | -4 | -1 | 1
COc1ccc(-c2cc(C(F)(F)F)nc(-n3cc(Br)cn3)n2)cc1 | 5 | 100 | 2.3 | 13 | 1 | 21 | 1 | 2 | 8
COc1ccc(Nc2nc(Cl)nc(N3CCN(c4ccc(OC)cc4)CC3)n2)cc1 | 3 | 111 | 0.2 | -8 | 4 | 4 | -2 | 3 | 5
Cc1ccc(-n2nc(C)c3c(C)c(CCC(=O)Nc4ccc(CN5CCCC5)cc4)c(C)nc32)cc1 | -2 | 101 | 1.7 | -5 | 2 | 9 | 3 | 0 | -8
Cn1ncc(Cl)c1C(=O)N1CCN(c2ccc(F)cc2)CC1 | -9 | 110 | 3.2 | -1 | 1 | -1 | -7 | -2 | 2
O=C(NCC1CCCO1)c1ccc([N+](=O)[O-])s1 (configuration not stated) | 10 | 124 | 1.2 | 2 | -1 | 2 | -2 | 1 | 0
O=S(=O)(NCc1cccs1)NCc1ccccc1F | -7 | 94 | -4.6 | -14 | -2 | -5 | 7 | 10 | -8
Cc1ccc(C)c(S(=O)(=O)N2CCN(C(=O)Nc3ccccc3)CC2)c1 | 2 | 96 | 0.4 | 0 | 0 | -16 | 0 | -1 | 7
COc1ccc(NC(=S)NC(=O)C2CCC2)cc1 | 3 | 95 | -3.8 | -14 | 0 | -5 | -10 | -2 | -7
O=C(COc1ccccc1[N+](=O)[O-])N/N=C/c1ccncc1 | 8 | 100 | 2.4 | -6 | 2 | -5 | -5 | -4 | -1
Nc1ccn(CC(=O)NCc2ccccc2)c(=O)n1 | . | 106 | 0.6 | 3 | . | -1 | 0 | . | .
CCOc1ccccc1N(CC(=O)NC1CCCCC1)S(C)(=O)=O | -5 | 123 | 1.3 | -14 | -8 | -7 | -4 | -2 | 0
CC1CC(C)CN(C(=O)C2CCCN(S(=O)(=O)c3cnc[nH]3)C2)C1 (configuration not stated) | -15 | 105 | -0.1 | -20 | 2 | -8 | -5 | -6 | 2
CCOC(=O)CNC(=O)CSc1nc2cccnc2n1Cc1ccccc1 | 6 | 81 | 0.2 | 2 | 0 | 24 | -2 | -2 | 0
Cc1ccc(/C=C/C(=O)N2CCCC(C)C2)cc1 (configuration not stated) | -11 | 106 | -0.3 | -6 | 0 | -4 | -1 | 0 | -2
COc1ccc(-c2ccc(=O)n(CC(=O)NCC3COCCO3)n2)cc1 (configuration not stated) | -7 | 100 | -1.5 | -5 | -5 | -4 | -5 | -2 | -2
CCn1cc(C(=O)O)c(=O)c2cnc(N3CCN(C(=S)NC(=O)c4ccccc4Cl)CC3)nc21 | -7 | 99 | -2.0 | -5 | -2 | 4 | 5 | 0 | 3
CC(C)C1Oc2ccccc2N(CC(=O)N2CCOCC2)C1=O (configuration not stated) | -5 | 100 | 0.2 | -12 | -4 | -134 | 0 | 0 | 3
CCOC(=O)C(=CNNc1ccccc1)C(=O)OCC | 6 | 80 | -2.2 | 13 | -3 | 1 | -5 | -2 | 2
CCOc1ccc(C2NC(=O)NC(C)=C2C(=O)OC)cc1C (configuration not stated) | -4 | 101 | 1.2 | -5 | 0 | 7 | 6 | 1 | 0
O=C1C(Cc2ccccc2)Nc2ncnc(N3CCOCC3)c2N1Cc1ccc(Br)cc1 (configuration not stated) | 12 | 97 | 0.0 | -22 | -5 | 2 | 4 | -4 | 9
COc1cc(/C=C2\COC/C(=C\c3ccc(O)c(OC)c3)C2=O)ccc1O | 8 | 99 | 1.5 | 52* | 6 | -15 | 0 | 0 | 11
CCOc1ccccc1NC(=O)Nc1ccc(Br)cn1 | 7 | 96 | 1.4 | -6 | -1 | -4 | -4 | -4 | 16
CC(Nc1ccc(Cl)cc1)c1cc(Cl)ccc1O (configuration not stated) | -4 | 88 | 5.3 | -2 | -4 | -7 | -3 | 1 | 2
O=C1NCCCCC1NS(=O)(=O)c1ccc(Cl)cc1 (configuration not stated) | 8 | 89 | 0.9 | 9 | 2 | 20 | -4 | -7 | 4
O=C(NCCOc1ccc(Cl)cc1)c1ccc2ccccc2n1 | 5 | 87 | 3.7 | -7 | 3 | -17 | -4 | 2 | 0
O=C1CCCC2=C1C1c3ccccc3C(=O)N1c1ccc(C(=O)c3ccccc3)cc1N2 (configuration not stated) | 9 | 119 | 1.4 | -2 | 2 | 11 | 4 | 8 | 19
Cc1c(C(=O)N2CCc3ccccc3C2)oc2ccc(S(=O)(=O)N3CC(C)CC(C)C3)cc12 (configuration not stated) | -2 | 107 | 1.7 | -7 | -2 | -8 | -2 | 2 | 11
CSc1nnc2n(-c3ccc(C)cc3)c(=O)c3c4c(sc3n12)COC(C(C)C)C4 (configuration not stated) | 2 | 108 | 3.4 | -5 | -2 | 2 | -3 | -3 | 1
CCOc1cc(/C=N\Nc2ncc(F)c(N3CCOCC3)n2)ccc1Oc1nc(Cl)ncc1F | -6 | 105 | 1.1 | 8 | -2 | 1 | 1 | 0 | 11

Structures listed so far that contain a furan ring, fused or not:
SMILES | EBNA-1 inh | CR mimetic SO | PP5 inh | ZTA counter | TPT1 inh | GASC-1 inh | PP1 counter | Fh CTSL1 inh | core dimer inh
CCOC(=O)c1c(NC(=O)CCNCc2ccco2)sc2c1CCC2 | -3 | 85 | 2.1 | -5 | 0 | 0 | 6 | 2 | 0
Cc1c(C(=O)N2CCc3ccccc3C2)oc2ccc(S(=O)(=O)N3CC(C)CC(C)C3)cc12 (configuration not stated) | -2 | 107 | 1.7 | -7 | -2 | -8 | -2 | 2 | 11

Further results.
SMILES | EBNA-1 inh | CR mimetic SO | PP5 inh | ZTA counter | TPT1 inh | GASC-1 inh | PP1 counter | Fh CTSL1 inh | core dimer inh
Cn1c(=O)oc2cc(S(=O)(=O)NCc3ccco3)ccc21 | 2 | 83 | 0.1 | 4 | -6 | -6 | -4 | 2 | -2
Cc1nc2ccccc2n1CC(O)Cn1c2ccccc2c2ccccc21 (configuration not stated) | 1 | 104 | 6.5 | -7 | -3 | -6 | 2 | -1 | -10
CCOc1ccc2c(c1)c(C(C)=O)c(C)n2-c1ccccc1 | -7 | 104 | 3.0 | -8 | -6 | 5 | 2 | -1 | 3
CCOC(=O)C(=O)N/N=C(/c1ccccc1)c1ccc(OC)cc1 | 3 | 102 | 0.1 | -4 | -3 | -1 | -6 | -2 | 1
Cc1nn(Cc2ccccc2)c(C)c1NC(=O)CCCn1nc([N+](=O)[O-])c(Cl)c1C | 11 | 105 | -2.2 | 17 | -1 | -4 | -4 | -1 | 6
CCC(C)(C)NC(=O)C(c1cccn1C)N(C(=O)Cn1nnc2ccccc21)c1ccc(OC)cc1OC (configuration not stated) | 1 | 108 | -0.4 | 11 | 2 | -3 | 4 | -4 | 5
CC(NC(=O)COC(=O)CSCc1ccccc1)c1ccccc1 (configuration not stated) | 12 | 134 | -0.5 | 3 | -1 | 1 | 5 | -60 | -2
Cc1ccc(NC(=O)C2=NNC(=O)CC2)cc1F | 8 | 149 | 1.9 | -14 | -3 | -13 | 1 | -3 | -16
CCSc1nnc(N(CCC#N)CCC#N)s1 | 4 | 93 | 1.0 | -9 | -2 | -2 | 0 | -2 | -2
Cc1ccc(O)c(Nc2ncnc3ccccc23)c1 | 3 | 103 | -1.8 | 16 | 2 | 0 | 9 | 1 | -9
O=c1c2[nH]cnc2n(-c2cccc(F)c2)c(=O)n1Cc1ccccc1 | 4 | 95 | 2.4 | 5 | -3 | 19 | 0 | -1 | 4
CCN1CCN(Cc2ccc(NC(=O)c3ccc(C)c(NC(=O)c4ccnnc4)c3)cc2C(F)(F)F)CC1 | -4 | 117 | 1.6 | -10 | 0 | 10 | -1 | -3 | -7
O=c1[nH]c(N2CCN(c3ccccc3)CC2)nc2c1CCCC2 | -14 | 107 | 1.0 | 15 | -1 | 16 | -3 | -3 | 1
Cc1cc(N)n(-c2ccc(C(=O)O)cc2)n1 | 6 | 99 | 1.6 | 2 | -1 | 19 | -7 | -1 | -1
O=C(Nc1ccon1)c1nc[nH]c1C(=O)N1CCc2ccccc2C1 | . | 117 | -1.8 | -4 | . | 5 | -6 | . | .

Three entries from above, sorted by their value in TPT1 inh, ascending:
smiles	EBNA-1 inh	PP5 inh	TPT1 inh	GASC-1 inh	core dimer inh
Cc1ccc(NC(=O)C2=NNC(=O)CC2)cc1F	8	1.9	-3	-13	-16
CCSc1nnc(N(CCC#N)CCC#N)s1	4	1.0	-2	-2	-2
Cc1ccc(O)c(Nc2ncnc3ccccc23)c1	3	-1.8	2	0	-9
